Mdm2 ligase inh = blocks human Mdm2 ubiquitin ligase activity; AID 1230; cell-based MDM2 ubiquitination luciferase reporter, 2 h; 0 = plate control, 100 = twice control, blank-subtracted; signal enhancement, % at 5 µM; Q00987; actives 0.11% (n = 210,000);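 active means signal enhancement of 30% or more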;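 further: luminescence tracks abundance of the self-degrading MDM2-luciferase fusion protein; higher signal means inhibition of MDM2 E3 ligase activity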
Target sequence (Q00987 whole entry, looked up, the tested form may be a part): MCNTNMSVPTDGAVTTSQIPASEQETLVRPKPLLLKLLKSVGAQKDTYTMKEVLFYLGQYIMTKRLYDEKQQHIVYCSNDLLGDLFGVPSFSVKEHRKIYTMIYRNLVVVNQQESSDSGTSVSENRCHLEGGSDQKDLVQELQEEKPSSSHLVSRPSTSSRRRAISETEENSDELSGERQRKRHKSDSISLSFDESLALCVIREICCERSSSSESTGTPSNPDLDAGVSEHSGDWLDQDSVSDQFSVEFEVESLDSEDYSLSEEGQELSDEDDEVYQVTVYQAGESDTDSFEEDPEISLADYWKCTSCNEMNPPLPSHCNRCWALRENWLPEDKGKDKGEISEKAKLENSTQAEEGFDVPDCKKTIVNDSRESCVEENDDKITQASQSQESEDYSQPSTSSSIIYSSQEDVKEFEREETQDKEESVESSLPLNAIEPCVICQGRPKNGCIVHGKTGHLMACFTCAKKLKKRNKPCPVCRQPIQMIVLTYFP
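Assay system: stable mammalian line carrying autodegrading MDM2–luciferase fusion reporter; amount: 2000 cells seeded into each well; buffer or medium: DMEM; benchmarks: plate control and blank wells; signal: luciferase luminescence; timing: 2 h compound exposure at 37 °C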
S1P4 antagonist = human S1P4 receptor antagonism; O95977; S1P4-expressing cells, antagonist mode, reporter read-out; inhibition, % at 4.98 µM; actives 0.26% (n = 220,000); AID 1510; in the data active means inhibition above about 29%;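 further: 0% = wells stimulated with agonist and 100% = vehicle wells without agonist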
Ba/F3 V617F tox = lowers viability of Ba/F3 cells expressing EpoR and JAK2V617F | actives 1.1% (n = 220,000) | ATP luminescence | inhibition, % at 5.6 µM;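 active means inhibition above the campaign mean plus 3 SD over all tested compounds, cut at about 24% in these data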;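 further: cytokine-independent growth of Ba/F3 cells driven by EpoR plus mutant JAK2; 0% = DMSO-treated cells and 100% = JAK inhibitor I control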
NPY2 pot ag = potentiators or agonists of human neuropeptide Y receptor Y2; P49146; cells expressing NPY-Y2, potentiator/agonist read-out; activation, % at 3.6 µM; actives 0.45% (n = 220,000); AID 1359; in the data active means activation above about 27%;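 further: cells stimulated with NPY near EC25 plus isoproterenol at EC100; 0% = vehicle plus submaximal agonist and 100% = vehicle plus saturating agonist; some results beyond the cut were filed as inactive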
Wee1 degr inh = human Wee1 degradation inhibition, primary screen | P30291 | HeLa Luc-Wee1K328M stability, luciferase luminescence; 100% = proteasome inhibitor MG132 effect | reporter increase, % at 5 µM | actives 1.2% (n = 220,000);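 active means activation above the mean of all tested compounds plus 3 SD, set per screening run, cut at about 8.8% in these data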;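 further: cells exposed to compound for 20 h before luminescence read; 0% = DMSO alone and 100% = MG132 at 30 µM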
S1P4 agonist = human S1P4 receptor agonism; activation, % at 4.98 µM; S1P4-expressing cell line, agonist reporter assay; O95977; actives 0.35% (n = 220,000); in the data active means activation above about 11%;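 further: 0% = DMSO vehicle and 100% = reference agonist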
eIF4E 4G PPI = blocks eIF4E binding to eIF4G; P63073+Q04637; TR-FRET eIF4E-eIF4GI(517-606) binding, 2 h; inhibition, % at 21.7 µM; actives 0.37% (n = 220,000); AID 782;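 active means inhibition above about 30%, limit read from the data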;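 further: 0% = full FRET control wells and 100% = background wells lacking eIF4GI fragment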
PERK inh = human PERK inhibition, primary cell-based screen | actives 0.17% (n = 220,000) | AID 1416 | CHO PERK-DD fusion, SEAP luminescence translation reporter | Q9NZJ5 | inhibition, % at 5.6 µM;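 active means inhibition above the mean inhibition of all tested compounds plus 3 SD, set separately per screening campaign, cut at about 2.9% in these data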;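 further: PERK kinase domain activated by AP20187 dimerizer at 100 nM; 0% = DMSO with dimerizer and 100% = rapamycin at 8.4 µM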
BaF3 tox = counter-screen for JAK2V617F inhibitors: parental Ba/F3 viability inhibitors; AID 1486; inhibition, % at 5.6 µM; CellTiter-Glo ATP luminescence; actives 1.1% (n = 220,000);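 active means inhibition above a per-campaign cutoff, the mean inhibition of all tested compounds plus 3 SD, cut at about 27% in these data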;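 further: 0% = DMSO wells and 100% = JAK Inhibitor I control wells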
* = called active by the depositor; / = no result given; [ ] = another dose, or the depositor's remark.

(1) CN(CCC#N)C(=O)COC(=O)/C=C/c1cccs1
(2) CC(CC1CC(C)(C)OC1=O)C(=O)Nc1ccc([N+](=O)[O-])cc1 (stereo not drawn)
(3) Cn1c(Cc2cccc3ccccc23)nnc1SCC(=O)N1CCN(c2ccccc2)CC1
(4) Cc1[nH]c2ccc(Cl)cc2c(=O)c1CN1CCCC1
(5) CC1CN(Cc2nc3c(c(=O)[nH]c(=O)n3C)n2CCN2CCOCC2)CC(C)O1 (stereo not drawn)
(6) CCc1nc(SCC(=O)c2ccccc2)c2ccccc2n1
(7) CCOC(=O)C(NCCc1ccccc1)(NC(C)=O)C(F)(F)F (stereo not drawn)
(8) Cc1ccc(-c2csc3nc(CSc4nnc(-c5ccc(Cl)cc5)n4C)[nH]c(=O)c23)cc1

Screen / compound no. | 1 | 2 | 3 | 4 | 5 | 6 | 7 | 8
Mdm2 ligase inh | -21 | -13 | -11 | 35* | -7 | 5 | 6 | -11
S1P4 antagonist | -14 | 0 | -2 | -2 | -15 | -8 | -28 | 21
Ba/F3 V617F tox | -1 | 0 | -4 | 0 | -2 | 0 | -2 | 2
NPY2 pot ag | 2 | -5 | 8 | -20 | 5 | -12 | 0 | 6
Wee1 degr inh | -2 | 1 | 1 | 1 | 2 | -2 | 1 | 4
S1P4 agonist | 0.7 | 1.2 | -3.2 | 0.6 | 2.1 | 0.0 | 0.5 | 2.2
eIF4E 4G PPI | -2 | 5 | 4 | 0 | -1 | -3 | 20[fluorescence artefact?] | 0
PERK inh | 0.8 | 0.2 | -0.8 | 0.7 | 0.4 | -0.3 | 1.9 | 0.5
BaF3 tox | 2 | 4 | 2 | 5 | 5 | 6 | 2 | 6

(9) COC(CNC(=O)C1CCCN(S(=O)(=O)c2c(C)noc2/C=C/c2cccs2)C1)OC (stereo not drawn)
(10) COC(=O)/C=C1/S/C(=N/NC(=O)c2ccc(Cl)cc2Cl)NC1=O
(11) CCN(CC)CCN(C(=O)c1cccc([N+](=O)[O-])c1)c1nc2ccc(OC)cc2s1
(12) O=C(COc1ccccc1Br)NCc1ccco1
(13) COc1cc(C)c(C(C)C)cc1S(=O)(=O)N1CCOCC1
(14) CCOC(=O)c1nc(S(C)(=O)=O)ncc1N1CCOCC1
(15) CCN(CC)CCN1C(=O)C(O)=C(C(=O)c2cc3cccc(OC)c3o2)C1c1ccc(F)cc1 (stereo not drawn)
(16) CC(=O)C1=C(O)C(=O)OC1c1ccc(C)cc1 (stereo not drawn)

Screen / compound no. | 9 | 10 | 11 | 12 | 13 | 14 | 15 | 16
Mdm2 ligase inh | -14 | 1 | -17 | 10 | -8 | 1 | 1 | -6
S1P4 antagonist | -5 | 6 | -12 | -28 | -12 | -19 | -2 | -8
Ba/F3 V617F tox | -1 | 0 | -1 | 3 | -4 | -1 | -4 | -1
NPY2 pot ag | 3 | -5 | 3 | -3 | -10 | 4 | 10 | 3
Wee1 degr inh | 0 | 1 | 2 | -1 | -4 | 0 | 0 | 4
S1P4 agonist | -0.4 | 2.0 | 0.5 | -2.9 | 0.0 | -1.3 | 0.0 | 1.6
eIF4E 4G PPI | 0 | -1 | 0 | 0 | 6 | -1 | -1 | -2
PERK inh | 0.1 | 1.3 | 1.2 | -0.6 | -0.7 | 1.0 | 1.6 | 0.9
BaF3 tox | 9 | -2 | 3 | 2 | 0 | 1 | 2 | 7

(17) CCOC(=O)N1CCN(C(=O)CN(c2ccc(C)cc2)S(=O)(=O)c2c(C)noc2C)CC1
(18) CCOC(=O)Cn1cc(/C=C/[N+](=O)[O-])c2ccccc21
(19) Cc1ccc(NC(=O)CCN2C(=O)c3cccc4cccc(c34)C2=O)cc1
(20) Clc1ccc(-c2csc3ncnc(NCCN4CCOCC4)c23)cc1
(21) O=C(NNC(=S)Nc1ccc(Cl)c(Cl)c1)c1ccccn1
(22) CC(C)CC(=O)Nc1ccc(OCC(=O)O)cc1
(23) O=C(c1ccccc1)N1CCN(C2c3cccc4cccc(c34)C2NS(=O)(=O)c2ccccc2)CC1 (stereo not drawn)
(24) Cc1ccccc1-c1nc(CS(=O)(=O)CC(=O)NCCCN2CCCC2)c(C)o1

Screen / compound no. | 17 | 18 | 19 | 20 | 21 | 22 | 23 | 24
Mdm2 ligase inh | -1 | -2 | -8 | -8 | -16 | -18 | -10 | -18
S1P4 antagonist | -2 | 11 | -8 | -12 | -9 | 0 | 2 | -20
Ba/F3 V617F tox | -3 | 2 | 3 | 0 | 32* | -4 | -8 | -2
NPY2 pot ag | 5 | 0 | 0 | -5 | -19 | 0 | 11 | 0
Wee1 degr inh | -2 | 4 | 3 | -2 | 0 | 2 | 2 | 1
S1P4 agonist | 0.8 | -1.3 | -0.7 | 0.4 | 1.2 | -0.1 | -2.6 | 2.1
eIF4E 4G PPI | -5 | -1 | -1 | -1 | 1 | -6 | 5 | -3
PERK inh | -0.7 | -0.7 | 0.4 | -1.6 | -0.4 | 0.9 | -0.2 | 0.0
BaF3 tox | 4 | 5 | 8 | 7 | 4 | -2 | 1 | 5

Full records from above. Screens in order: Mdm2 ligase inh	S1P4 antagonist	Ba/F3 V617F tox	NPY2 pot ag	Wee1 degr inh	S1P4 agonist	eIF4E 4G PPI	PERK inh	BaF3 tox
Record of CCOC(=O)Cn1cc(/C=C/[N+](=O)[O-])c2ccccc21 = -2	11	2	0	4	-1.3	-1	-0.7	5
Record of Cc1ccc(NC(=O)CCN2C(=O)c3cccc4cccc(c34)C2=O)cc1 = -8	-8	3	0	3	-0.7	-1	0.4	8
Record of CCOC(=O)N1CCN(C(=O)CN(c2ccc(C)cc2)S(=O)(=O)c2c(C)noc2C)CC1 = -1	-2	-3	5	-2	0.8	-5	-0.7	4
Record of CC(C)CC(=O)Nc1ccc(OCC(=O)O)cc1 = -18	0	-4	0	2	-0.1	-6	0.9	-2
Record of O=C(c1ccccc1)N1CCN(C2c3cccc4cccc(c34)C2NS(=O)(=O)c2ccccc2)CC1 (stereo not drawn) = -10	2	-8	11	2	-2.6	5	-0.2	1

Next compounds follow:
(25) O=C(C1CC1c1ccccc1)N1CCN(c2cccc(Cl)c2)CC1 (stereo not drawn)
(26) CN(C)CCCOc1nc2c(c(=O)n(C)c(=O)n2C)n1C
(27) CN(C)C(=S)Nc1ccc2ccccc2c1
(28) Cc1ccc(CNC(=O)CSc2nc(C)cc(C)c2C#N)cc1

Screen / compound no. | 25 | 26 | 27 | 28
Mdm2 ligase inh | / | -1 | -11 | -14
S1P4 antagonist | 6 | -14 | -9 | -7
Ba/F3 V617F tox | 4 | -5 | 8 | 1
NPY2 pot ag | -4 | 2 | -8 | 8
Wee1 degr inh | 0 | 1 | -2 | -2
S1P4 agonist | 0.9 | -0.3 | -0.2 | 1.4
eIF4E 4G PPI | -3 | 1 | 0[fluorescence artefact?] | -3[fluorescence artefact?]
PERK inh | -0.7 | -0.1 | 1.2 | 0.3
BaF3 tox | 9 | 2 | 13 | 8

Rewritten tab-delimited: part of the list above.
cpd	mol	Mdm2 ligase inh	S1P4 antagonist	Ba/F3 V617F tox	NPY2 pot ag	Wee1 degr inh	S1P4 agonist	eIF4E 4G PPI	PERK inh	BaF3 tox
28	Cc1ccc(CNC(=O)CSc2nc(C)cc(C)c2C#N)cc1	-14	-7	1	8	-2	1.4	-3[fluorescence artefact?]	0.3	8
27	CN(C)C(=S)Nc1ccc2ccccc2c1	-11	-9	8	-8	-2	-0.2	0[fluorescence artefact?]	1.2	13
25	O=C(C1CC1c1ccccc1)N1CCN(c2cccc(Cl)c2)CC1 (stereo not drawn)	/	6	4	-4	0	0.9	-3	-0.7	9

High-throughput results from PubChem.
